D2 ag: HTS Assay for Allosteric Agonists of the Human D2 Dopamine Receptor: Primary Screen for Agonists | HEK293 T-REx D2 cells, calcium flux agonist mode | activation, % at 2 µM | 340,000 compounds, 0.53% hits | AID 485358, 2010;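 active = activation over 3 SD above normal in the single-dose calcium agonist read, cut at about 30% in these data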; note: 0% is about no effect
Target sequence (P14416 whole entry, looked up): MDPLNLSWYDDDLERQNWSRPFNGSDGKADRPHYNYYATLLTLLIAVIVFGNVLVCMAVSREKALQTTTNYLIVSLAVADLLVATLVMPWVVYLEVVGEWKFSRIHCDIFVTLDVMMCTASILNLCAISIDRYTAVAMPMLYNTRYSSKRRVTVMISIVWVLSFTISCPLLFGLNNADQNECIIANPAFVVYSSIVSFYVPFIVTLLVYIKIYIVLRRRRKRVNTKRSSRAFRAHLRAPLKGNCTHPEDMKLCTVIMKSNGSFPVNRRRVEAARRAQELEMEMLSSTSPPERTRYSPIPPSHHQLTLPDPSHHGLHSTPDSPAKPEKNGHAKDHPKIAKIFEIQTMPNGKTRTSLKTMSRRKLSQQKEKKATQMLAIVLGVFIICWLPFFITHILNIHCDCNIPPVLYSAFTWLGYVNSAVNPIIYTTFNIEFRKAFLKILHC
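Tetracycline-induced HEK293 T-REx cells with force-coupled D2 receptor, plated overnight at 30 C, loaded with no-wash calcium dye. After a 10 s baseline, compound was pin-added and calcium flux read kinetically for 180 s; calcium rises flagged agonists.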
D2 antag: HTS Assay for Allosteric Antagonists of the Human D2 Dopamine Receptor: Primary Screen for Antagonists. AID 485344, 2010. HEK293 TREx D2 cells, calcium flux, dopamine EC80. inhibition, % at 10 µM. 340,000 compounds, 2% hits. D(2) dopamine receptor (Homo sapiens), P14416; in the data active = inhibition above about 30%; note: 0% is about no effect
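Measurement of antagonist activity uses fluorescent calcium dye in inducible HEK293 T-REx D2 cells: 10 s baseline, compound addition with 180 s read, EC80 dopamine addition with a further 180 s read.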
TrxR1 inh: qHTS Assay for Inhibitors of Mammalian Selenoprotein Thioredoxin Reductase 1 (TrxR1): qHTS | 390,000 compounds, 1% hits | Thioredoxin reductase 1, cytoplasmic (Rattus norvegicus), O89049 | AID 588453, 2011 | Potency, µM (series often up to 114 µM), inactives show at the top dose activity change, negative = inhibition, most hits filed as inhibitors | recombinant rTrxR1, NADPH fluorescence consumption, selenite substrate; note: potency is the fitted concentration of half-maximal effect; % is set by controls: 0 for no effect and ±100 for the full control effect; nearly all actives have a fitted effect of over 65% in size
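Rat TrxR1 (90 nM in the dispensed reagent) was pre-reduced with 400 uM NADPH for 5 min at room temperature, then incubated with compound for 15 min. After 400 uM selenite was added, NADPH fluorescence (Ex 340/Em 450 nm) was followed for 8 min.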
TRHR agonist: qHTS for Small Molecule Agonists and Allosteric Enhancers of Human TRH Receptor: Primary Screen for Agonists. Thyrotropin-releasing hormone receptor (Homo sapiens), P34981. TRHR cells, calcium flux fluo-8, FDSS agonist mode. activation, % at 2 µM. 360,000 compounds, 0.18% hits; in the data active = activation above about 30%; note: 0% is about no effect
Target sequence (P34981 whole entry, looked up): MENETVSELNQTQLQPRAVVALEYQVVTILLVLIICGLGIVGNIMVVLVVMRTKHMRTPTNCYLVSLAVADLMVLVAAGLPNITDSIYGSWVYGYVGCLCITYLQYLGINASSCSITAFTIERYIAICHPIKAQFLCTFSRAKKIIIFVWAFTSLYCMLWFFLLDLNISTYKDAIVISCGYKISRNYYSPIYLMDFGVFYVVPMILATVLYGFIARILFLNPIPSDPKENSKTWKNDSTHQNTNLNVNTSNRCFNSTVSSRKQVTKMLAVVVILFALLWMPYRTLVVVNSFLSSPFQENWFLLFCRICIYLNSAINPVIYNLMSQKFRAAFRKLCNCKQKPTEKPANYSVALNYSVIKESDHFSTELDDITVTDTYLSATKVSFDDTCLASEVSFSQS
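Agonist-mode FDSS calcium read (Ex 480/Em 530, 1 s cycles) in 1536-well TRHR cells with fluo-8 dye, after 10-cycle baseline and 23 nL compound addition; TRH at EC20 (10 nM final) added afterwards for the enhancer phase.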
USP1 inh: Inhibitors of USP1/UAF1: Primary Screen; recombinant USP1/UAF1, Ub-Rhodamine cleavage fluorescence; 390,000 compounds, 0.23% hits; Potency, µM (doses to about 57.1 µM), without a hit: top-dose activity change, negative = inhibition, hits mostly inhibitors; Ubiquitin carboxyl-terminal hydrolase 1 (Homo sapiens), O94782; note: potency is the fitted concentration of half-maximal effect; % is set by controls: 0 for no effect and ±100 for the full control effect; nearly all actives have a fitted effect of over 60% in size; inactives centre near -12
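USP1/UAF1 complex at 1 nM was preincubated with compound for 15 min at room temperature, then Ub-Rho substrate (150nM final) was added. Fluorescence (480/540 nm) was read kinetically, 6 reads every 60 seconds.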
TRHR PAM: qHTS for Small Molecule Agonists and Allosteric Enhancers of Human TRH Receptor: Primary Screen for Enhancers | 360,000 compounds, 0.66% hits | Thyrotropin-releasing hormone receptor (Homo sapiens), P34981 | enhancement, % at 2 µM | AID 493056, 2011 | TRHR cells, fluo-8 calcium fluorescence, EC20 TRH enhancement; in the data active = enhancement above about 30%; note: 0% is about no effect
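Enhancer read-out: after compound pinning and an initial kinetic agonist-mode read, an EC20 of TRH (10 nM final) was injected and fluo-8 calcium signal (Ex 480/Em 530) followed at 1 s/cycle for 100 cycles in TRHR-expressing cells.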
IDH1 R132H inh: qHTS for Inhibitors of mutant isocitrate dehydrogenase 1 (IDH1): qHTS; Potency, µM (doses to about 76.6 µM), for the others: at the highest dose activity change, negative = inhibition, most hits filed as inhibitors; 390,000 compounds, 0.093% hits; IDH1-R132H enzyme, NADPH consumption, diaphorase/resazurin fluorescence; AID 602179, 2012; note: potency is the fitted concentration of half-maximal effect; % is set by controls: 0 for no effect and ±100 for the full control effect; nearly all actives have a fitted effect of over 65% in size
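IDH1-R132H (0.5 ug/mL) preincubated 30 min with compound, then NADPH (0.016 mM) and alpha-KG (2 mM) added; 80 min at RT, pH 7.5. Remaining NADPH coupled via diaphorase/resazurin to fluorescence (540/590 nm); concentration-response curves normalized to no-enzyme control.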
PI4K2A block: qHTS for small molecular inhibitors of PI4K2A; 420,000 compounds, 0.13% hits; Phosphatidylinositol 4-kinase type 2-alpha (Homo sapiens), Q9BTU6; purified PI4K2A, ADP-Glo luminescence, 1 h; hits give low values; activity change, negative = inhibition, % at 76.9 µM; in the data active = activity change below about -50%; inconclusive = mostly about -30% to -49%;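 note: -100% = wells without enzyme as full effect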
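ADP-Glo luminescence measured ADP generated by PI4K2A enzyme (4 ug/mL before mixing) with 1.2 mM PI substrate (pre-mix) and 300 microM ATP (pre-mix). Tris pH7.5 buffer with MgCl2, Triton X-100; 1 h reaction at ambient temperature.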
TrxR1 substrate: qHTS Assay for Substrates of Mammalian Selenoprotein Thioredoxin Reductase 1 (TrxR1): qHTS. purified TrxR1 substrate turnover, NADPH consumption readout. Thioredoxin reductase 1, cytoplasmic (Rattus norvegicus), O89049. 390,000 compounds, 0.01% hits. Potency, µM (highest dose often 114 µM), inactives show at the highest dose activity change, negative = substrate turnover; note: potency is the fitted concentration of half-maximal effect; % is set by controls: 0 for no effect and ±100 for the full control effect; nearly all actives have a fitted effect of over 50% in size
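Rat TrxR1, dispensed at 90 nM, was prereduced with 400 uM NADPH (final) for 5 min at ~22 deg C, then incubated with compound 15 min before 400 uM selenite. A first-read NADPH fluorescence drop versus no-compound background flagged substrates.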
An asterisk follows results filed as active; ? = inconclusive; . = not tested or not shown; [ ] = another dose, or the depositor's remark. Unless noted, calls come from the whole dose curve; as a rule, active = well fitted inhibition curve with a large enough effect; inconclusive = small, poorly fitted or top-dose-only effect; inactive = no such curve, though single readings can be large or run the other way.

SMILES	D2 ag	D2 antag	TrxR1 inh	TRHR agonist	USP1 inh	TRHR PAM	IDH1 R132H inh	PI4K2A block	TrxR1 substrate
COC(=O)c1cc(NS(=O)(=O)c2ccc(N3CCOCC3)c(NC(C)=O)c2)cc(C(=O)OC)c1	-0.3	-4	5%[57.1 µM]	0.3	-21%	1	1%	3	9%[57.1 µM]
Cc1ccc(CNC(=O)c2coc(=O)c3ccccc23)o1	0.6	-7	?	0.3	-19%	-3	1%	-2	0%
CN(C)c1ccc(NC(=S)c2ccc3ccccc3n2)cc1	-0.7	-9	32%	0.2	-19%	-5	2%	4	2%
Cc1occc1-c1nnc(SCC(=O)NCCc2ccccc2)o1	0.1	3	5%[57.1 µM]	-0.2	-20%	-3	-3%	8	1%[57.1 µM]
COc1cccc(Nc2nnc(-c3cc4ccc(O)cc4oc3=O)s2)c1	.	.	26%[57.1 µM]	70*	144%[activator]	5	.	-4	21%[57.1 µM]
CCc1ccc(-c2ccc(C(=O)C(F)(F)F)[nH]2)cc1	-1.8	17	16%	1.1	-26%	2	0%	-7	1%
CCCCSc1nsc(NC(C)=O)n1	-0.3	6	5%	0.3	-19%	8	-4%	-3	1%
COc1ccc(Cl)cc1NC(=O)c1cc2c(=O)n3ccccc3nc2s1	0.5	.	5%	-0.1	8%	2	.	-2	188%[activator]
CC(C)NC(=O)NC(=O)COC(=O)c1ccc([N+](=O)[O-])cc1Cl	1.1	-8	21%	0.6	-14%	-3	-2%	1	-2%
Cn1c(=O)cc(OCC(=O)NCc2ccc(F)cc2Cl)c2ccccc21	0.1	.	18%	-0.5	-1%	0	29%	0	-5%
COC(=O)CSc1nc(SC)nc2c1sc1nc(-c3ccco3)c3c(c12)CC(C)(C)OC3	.	.	15%	.	0%	.	0%	4	0%
Cc1cc2c(cc1C)NC(c1c(C)n(C)n(-c3ccccc3)c1=O)C1=C(CC(C)(C)CC1=O)N2 (stereo unspecified)	34*	13	-36%	43*	-27%	1	4%	-1	-9%
C=CCn1c(-c2ccccc2)nc(=S)c2c1CC(C)(C)OC2	-0.5	-6	-17%	0.2	-13%	-2	3%	0	-13%
CC(C)c1ccc(C(C)NCCS(=O)(=O)c2ccc(Br)cc2)cc1 (stereo unspecified)	0.5	2	-5%	0.8	-18%	-1	6%	0	-5%
CCc1ccc(Oc2c(C(F)(F)F)oc3c(CN4CCN(CC)CC4)c(O)ccc3c2=O)cc1	1.6	.	9%	4.4	9%	-3	26%	-7	-3%
CCS(=O)(=O)N1CCc2cc(C(=O)NCc3ccc(OC)cc3)ccc21	.	.	3%	-0.3	-15%	-3	-6%	0	-7%
O=C(O)CCNc1ccc(NCCC(=O)O)c2c1C(=O)c1ccccc1C2=O	-0.7	2	-15%[57.1 µM]	0.7	?	-6	10%	-30	-8%[57.1 µM]
COc1cc(/C=N/N2CCCCC2)cc([N+](=O)[O-])c1O	-1.1	2	4%	-0.5	-28%	1	-1%	-2	-18%
COc1ccc(CNC(=O)C2CCCN(S(=O)(=O)c3cc(C)ccc3OC)C2)cc1 (stereo unspecified)	0.5	-11	2%	-0.7	-3%	5	7%	1	2%
Cc1cnc(C(=O)Nc2nnc(C(C)C)s2)cn1	.	.	18%	0.9	-10%	2	2%	-7	-3%
CC(C)(C)c1ccc(C(=O)Nc2ccc(N3CCOCC3)cc2)cc1	-1.4	12	21%	-2.3	?	8	4%	-2	10%
O=C(NN1CCN(Cc2ccccc2Cl)CC1)c1ccc(Br)cc1	-0.5	5	15%	1.0	-18%	2	-6%	-3	5%[57.1 µM]
CCC(CC)C(=O)NCCc1ccc(S(N)(=O)=O)cc1	0.3	0	-3%	1.4	-20%	1	9%	5	-5%
COc1ccc(-c2noc(CN(C(=O)c3ccc(C)cc3C)C(C)C)n2)cc1	0.5	.	14%	0.0	-14%	-4	10%	-4	-7%
Cc1ccc2cc(C(c3nnnn3CC3CCCO3)N3CCCC4(CCCCC4)C3)c(=O)[nH]c2c1 (stereo unspecified)	.	.	-19%	.	-4%	.	-5%	0	-6%
COc1ccc(C(=O)N2CCN(C(C)=O)CC2)cc1S(=O)(=O)N1CCOCC1	.	.	11%	-0.2	-19%	3	-13%	-3	6%[57.1 µM]
CCOC(=O)C1=C(c2ccccc2)N=C2SCC(=O)N2C1c1ccc(OCC)c(OCC)c1 (stereo unspecified)	0.1	-6	5%[57.1 µM]	0.4	-12%	18	-1%	0	0%[57.1 µM]
O=C(CN1C(=O)NC2(CCCC2)C1=O)N1CCN(c2ccc(C(F)(F)F)cc2[N+](=O)[O-])CC1	.	.	17%	.	-5%	.	4%	1	-2%
O=C(Nc1ccccc1)c1cc(Cl)nc2ccccc12	-1.3	-10	-1%	1.1	-20%	-1	0%	-3	-9%
CC(C)C[C@@H](CN)NC(=O)c1nc[nH]c1C(=O)N[C@@H](Cc1c[nH]c2ccccc12)C(=O)CNC[C@H](C)NC(=O)c1nc[nH]c1C(=O)N[C@@H](C)C(=O)O	.	.	9%	.	-22%	.	2%	-11	-2%
CC(C)C(=O)Nc1cccc(COc2ccc(CN(Cc3ccccc3)C(=O)OC(C)(C)C)cc2)c1	.	.	31%	.	-11%	.	-3%[38.3 µM]	-5	-1%
Cc1ccc(N2C=Nc3ccc(C)c4nc(C)cc2c34)cc1	-1.5	-4	14%[57.1 µM]	-1.0	2%	-7	6%	5	58%
NC(=O)CSc1oc(-c2ccco2)nc1S(=O)(=O)c1ccccc1	0.5	-5	40µM*	0.7	-23%	2	-2%	-3	4%
Cc1nc2ccccc2n1C(C)c1ccccc1 (stereo unspecified)	-0.8	-1	5%	0.1	-15%	0	-5%	2	-7%
COc1ccc(S(=O)(=O)N2CCC3(CC2)OCCO3)cc1	1.2	-27	-4%	0.8	-20%	2	-1%	1	-4%
Cc1ccc(NC(=O)COC(=O)CCC(=O)c2cccs2)cc1C	0.0	-1	24%[57.1 µM]	-0.3	-7%	6	6%	3	8%[57.1 µM]
NC(=O)C1CCN(CC(=O)NCc2ccccc2)CC1	0.1	4	12%	-0.9	4%	11	8%	4	2%
CN(Cc1ccccc1)C(=O)c1ccc(NC(=O)c2ccccc2)cc1	-0.1	-17	-2%	1.2	-19%	-5	3%	-3	-6%
CC(C)(C)C1CCc2c(C(=O)N/N=C/c3cccs3)csc2C1 (stereo unspecified)	0.0	-8	6%	0.5	-21%	11	-1%	2	-2%
CCOc1ccc(S(=O)(=O)Nc2cc3c(C(=O)OC)c(COC)oc3c3ccccc23)cc1	0.5	.	-16%	0.3	-27%	5	27%	-1	-7%

Some of the entries so far, bar-delimited.
compound | D2 ag | D2 antag | TrxR1 inh | TRHR agonist | USP1 inh | TRHR PAM | IDH1 R132H inh | PI4K2A block | TrxR1 substrate
CC(C)C(=O)Nc1cccc(COc2ccc(CN(Cc3ccccc3)C(=O)OC(C)(C)C)cc2)c1 | . | . | 31% | . | -11% | . | -3%[38.3 µM] | -5 | -1%
Cc1ccc(N2C=Nc3ccc(C)c4nc(C)cc2c34)cc1 | -1.5 | -4 | 14%[57.1 µM] | -1.0 | 2% | -7 | 6% | 5 | 58%
NC(=O)CSc1oc(-c2ccco2)nc1S(=O)(=O)c1ccccc1 | 0.5 | -5 | 40µM* | 0.7 | -23% | 2 | -2% | -3 | 4%
Cc1nc2ccccc2n1C(C)c1ccccc1 (stereo unspecified) | -0.8 | -1 | 5% | 0.1 | -15% | 0 | -5% | 2 | -7%

Further results follow.
SMILES	D2 ag	D2 antag	TrxR1 inh	TRHR agonist	USP1 inh	TRHR PAM	IDH1 R132H inh	PI4K2A block	TrxR1 substrate
CCC1([N+](=O)[O-])COC(C=Cc2ccccc2)OC1 (stereo unspecified)	.	.	19%	.	-7%	.	4%	8	4%
COc1ccc(CN2C(=O)c3cccnc3C2=O)cc1S(=O)(=O)NCc1ccc(C)cc1	0.4	2	21%	-0.1	-8%	-7	-4%	7	0%
O=C(COc1ccccc1O)c1cccs1	0.1	-6	-2%	0.3	-21%	1	6%	8	-1%
COc1cccc(NC(=O)CN(C)C(=O)c2cc3ccccc3cc2OC)c1	.	.	30%	0.0	-1%	1	-4%	-2	4%

Ordered by length of the SMILES (smallest number first): 3 of the compounds above
SMILES	D2 ag	D2 antag	TrxR1 inh	TRHR agonist	USP1 inh	TRHR PAM	IDH1 R132H inh	PI4K2A block	TrxR1 substrate
CC(C)(C)C1CCc2c(C(=O)N/N=C/c3cccs3)csc2C1 (stereo unspecified)	0.0	-8	6%	0.5	-21%	11	-1%	2	-2%
COc1cccc(NC(=O)CN(C)C(=O)c2cc3ccccc3cc2OC)c1	.	.	30%	0.0	-1%	1	-4%	-2	4%
CCOc1ccc(S(=O)(=O)Nc2cc3c(C(=O)OC)c(COC)oc3c3ccccc23)cc1	0.5	.	-16%	0.3	-27%	5	27%	-1	-7%

Bioassay records deposited in PubChem by National Center for Advancing Translational Sciences (NCATS).
